All columns: NCI-60 one-dose screen, growth in % after 48 h at 10 µM unless noted; 100 = growth as untreated, 0 = no growth, -100 = all killed.
NCI-H460: NCI-H460 lung cancer; 6.8% of 82,000 active; AID 1794736
HCT-116: HCT-116 colon cancer; AID 1794798; 7.3% of 82,000 active
NCI-H322M: NCI-H322M lung cancer; 2.7% of 80,000 active; AID 1794733
NCI/ADR-RES: NCI/ADR-RES ovarian cells; 4.4% of 81,000 active; AID 1794790
HT29: HT29 colon cancer. 7.4% of 81,000 active
COLO 205: COLO 205 colon cancer; 7.3% of 79,000 active
HCT-15: HCT-15 colon cancer. 5.2% of 82,000 active. AID 1794746
NCI-H522: NCI-H522 lung cancer; 8% of 78,000 active; AID 1794739
NCI-H226: NCI-H226 lung cancer | AID 1794732 | 3.5% of 79,000 active
* marks the source's active call; other numbers are inactive results; . = not tested or not shown; & = joins results of further samples. Rule for the calls: active = growth percent below 10; inactive = the rest. These rows are one share of the data, so the mix of outcomes need not match the whole.

No.	Compound	NCI-H460	HCT-116	NCI-H322M	NCI/ADR-RES	HT29
1	CCOc1ccc2c(c1)CCNC2C (configuration not stated)	109	91	103	105	85
2	Cc1[se]c2ccccc2[n+]1C	103	102	94	104	93
3	CN(C)COC(=S)SP(=O)(Oc1ccccc1)SC(=S)OCN(C)C	100	101	97	115	102
4	CNC(=O)Oc1ccc(N(C)C)cc1C(C)C	107	96	91	107	98
5	CN1C(=O)C(=Cc2cn(Cc3ccccc3)c3ccccc23)C(=O)N(C)C1=O	0.1*	71	72	89	90
6	COC(=O)CC[C@@H](C)[C@H]1CC[C@H]2[C@@H]3CC[C@@H]4C[C@]5(CC[C@]4(C)[C@H]3CC[C@]12C)OO[C@@](C)(C(F)(F)F)O5	90	91	89	94	104
7	N#CC(C#N)=Cc1ccccc1F	106	104	112	104	107
8	Nn1cnnc1	105	101	118	105	111
9	C[C@]12C=CC(=O)C[C@@H]1CC[C@@H]1[C@@H]2CC[C@]2(C)[C@@H](O)[C@@H](O)C[C@@H]12	101	96	121	105	114
10	Nc1ccc([N+](=O)[O-])cc1N	105	101	113	93	92
11	OC(CNCc1ccccc1)c1ccc(Cl)cc1 (configuration not stated)	108	90	109	96	107
12	CC(C)C(NC(=O)CCl)C(=O)O (configuration not stated)	108	102	97	107	103

No.	COLO 205	HCT-15	NCI-H522	NCI-H226
1	115	104	78	107
2	108	85	.	98
3	103	117	119	94
4	115	102	92	93
5	1.4*	93	93	-71*
6	121	98	93	90
7	106	103	95	101
8	110	111	96	95
9	119	87	93	122
10	112	107	61	114
11	111	110	102	104
12	124	103	96	101

Values in list order from the list.
Entries 1–5 in COLO 205, in turn: 115, 108, 103, 115, 1.4*
Entries 1–5 in HT29, in turn: 85, 93, 102, 98, 90

Remaining list, next part
No.	Compound	NCI-H460	HCT-116	NCI-H322M	NCI/ADR-RES	HT29
13	CCC(CO)NC1CCCC1 (configuration not stated)	111	101	111	116	106
14	O=C(c1cccc(O)c1O)c1cn(Cc2ccc(F)cc2)c2cccc(O)c12	11	31	38	19	95
15	ClCc1cc2c(cc1Cl)OCO2	109	100	89	107	94
16	O=C(Nc1ccncc1F)c1cn(Cc2ccc(Cl)cc2Cl)c2ccccc12	93	82	97	91	99
17	CC(CC(C(N)=O)(c1ccccc1)c1ccccc1)N(C)C (configuration not stated)	109	100	104	104	92
18	Cc1ccc(C(=O)CCl)c(C)c1	109	107	96	104	116
19	CCC(=O)OC1(c2ccccc2)CCN(C)C1C (configuration not stated)	107	92	111	91	114
20	Cc1cc([N+](=O)[O-])cc([N+](=O)[O-])c1OC(=O)N(C)C	107	87	99	100	105
21	C[C@]12CC[C@H]3[C@@H](CC=C4c5sc(-c6ccccc6O)nc5CC[C@@]43C)[C@@H]1CC[C@@H]2O	97	79	63	83	71
22	O=c1cc2n(-c3ccccc3)nc(-c3ccccc3)nc-2cc1N1CC1	101	92	98	96	105
23	NC1CCSC1=O (configuration not stated)	114	103	102	116	106
24	Nc1ccccc1-c1ccccc1	98	95	105	103	100

No.	COLO 205	HCT-15	NCI-H522	NCI-H226
13	96	107	105	90
14	50	28	-36*	62
15	104	106	77	93
16	108	99	76	82
17	109	100	82	97
18	113	102	116	88
19	116	105	91	77
20	109	103	90	.
21	76	50	73	88
22	97	88	95	94
23	.	104	93	101
24	114	102	94	105

(more compounds)
No.	Compound	NCI-H460	HCT-116	NCI-H322M	NCI/ADR-RES	HT29
25	CC1(C)N=C(N)N=C(N)N1c1ccc(CCCC(=O)Nc2ccccc2S(=O)(=O)F)cc1	103	105	.	116	99
26	COc1cc(/C=C\c2cc(OC)c(OC)c(OC)c2)cc(NS(=O)(=O)c2cccc(Cl)c2)c1OC	7.0*	2.6*	50	7.7*	15
27	CCn1nnn(Cc2ccccc2)c1=N	102	101	106	114	101
28	CCC(C)[C@H]1C(=O)O[C@H](C(C)C)C(=O)N(C)[C@@H](C(C)C)C(=O)O[C@H](C(C)C)C(=O)N(C)[C@@H](C(C)C)C(=O)O[C@H](C(C)C)C(=O)N1C (some centres not stated)	7.9*	12	14	5.3*	9.9*
29	Cc1ccc(CNc2nc3ccc(OC/C(=C/F)CN)cc3o2)cn1	94	100	105	102	112
30	CCOC(=O)C1(c2ccccc2)CCN(CC(O)c2ccc(NC(C)=O)cc2)CC1 (configuration not stated)	107	100	.	108	94
31	C[Se]C(=O)c1ccccc1OC(C)=O	37	20	91	35	11
32	COP(=O)(OC)C(O)c1ccc(Cl)cc1 (configuration not stated)	103	95	84	97	96
33	CC(=O)OC[C@]1(C)C=C2C(=O)[C@](C)(O)C3(CC3)C(C)=C2[C@H]1OC(=O)N(C)CCN(C)C(=O)OC(C)(C)C	0.4*	3.9*	12	-2.0*	0.2*
34	O=C1C(Cl)=C(Cl)C(Cl)(Cl)C1(Cl)Cl	109	98	108	103	124
35	CN(C)P(=O)(Oc1ccccc1)N(C)C	106	104	100	108	110
36	C=CC(=O)NC(O)C(Cl)(Cl)Cl (configuration not stated)	110	101	85	106	106

No.	COLO 205	HCT-15	NCI-H522	NCI-H226
25	112	99	118	96
26	-68*	11	10.0*	52
27	113	100	103	96
28	-75*	15	7.2*	21
29	111	112	.	90
30	97	111	.	102
31	111	81	64	6.6*
32	102	102	89	102
33	-67*	3.7*	-47*	25
34	120	100	107	108
35	103	105	97	98
36	111	97	.	112

Later entries.
No.	Compound	NCI-H460	HCT-116	NCI-H322M	NCI/ADR-RES	HT29
37	CCN1C(=O)NC(=O)C(C)(N2C(=O)c3c(F)c(F)c(F)c(F)c3C2=O)C1=O (configuration not stated)	23	-39*	97	18	6.4*
38	CCCCNC(c1ccc2c(c1)OCO2)C(O)c1ccc2c(c1)OCO2 (configuration not stated)	99	87	87	94	88
39	CC1(C)C(C(=O)c2cn(CCCCCO)c3ccccc23)C1(C)C	106	98	111	101	60
40	CC(C)COP(=O)(OCC(C)C)OCC(C)C	107	104	96	106	93
41	CC1(C)C=Cc2c(ccc3c4c([nH]c23)C(C)(C)[C@H]2C[C@]35CCCN3C(=O)[C@@]2(C4)NC5=O)O1	102	109	107	99	108
42	C/C(=N\O)C(CN1CCCCC1)C(c1ccccc1)c1c(O)c2ccccc2oc1=O (configuration not stated)	107	100	100	102	117
43	CCCCNC(C)Cc1ccc(O)c(O)c1 (configuration not stated)	108	104	94	93	84
44	O=C(/C=C/c1ccc(Br)cc1)c1nc2ccccc2n1Cc1ccc(Br)cc1	-14*	-81*	39	-38*	-28*
45	O=S(=O)(Cc1ccccc1)C(Br)Br	107	93	.	102	97
46	CC1(C)COC(=O)C1O (configuration not stated)	102&105	102&105	112&95	96&106	88&103
47	CCCCC(Br)C(=O)OCC (configuration not stated)	105	103	97	103	110
48	CC(=O)C1CCC2C3CCC4CC(O)CCC4(C)C3C(=O)CC12C (configuration not stated)	104	103	89	98	100

No.	COLO 205	HCT-15	NCI-H522	NCI-H226
37	-51*	5.3*	-77*	105
38	109	102	102	101
39	116	98	80	90
40	105	96	104	95
41	102	102	95	94
42	103	105	91	104
43	98	93	64	92
44	-40*	-68*	-40*	-70*
45	93	75	65	88
46	114&127	97&101	76&93	99&94
47	105	106	106	97
48	100	102	77	98

Further records.
No.	Compound	NCI-H460	HCT-116	NCI-H322M	NCI/ADR-RES	HT29
49	CC1NC(=O)NC(=O)C1Br (configuration not stated)	111	129	169	104	115
50	Cc1cc(C)c(CCN(C)C)c(C)c1	114&101	105&102	116&95	102&102	86&99
51	c1ccc(CCN2CCCCC2Cc2ccccc2)cc1 (configuration not stated)	116	78	78	88	73
52	O=[N+]([O-])c1ccccc1CBr	104	94	90	103	101
53	COc1cccc(C=C2C(=O)NC(=S)NC2=O)c1O	102	103	111	105	102
54	CC1(C)N=C(N)N=C(N)N1c1ccc(CCCCc2ccc(S(=O)(=O)F)cc2)c(Cl)c1	11	13	43	103	8.7*
55	O=C(CC1(O)C(=O)Nc2ccc(Cl)cc21)c1ccc(C(=O)NCC2CCC3(CC2)OOC2(CCCCC2)OO3)cc1 (configuration not stated)	-55*	42	78	58	15
56	C[Se]/C=C1/C(=O)N(c2c(Cl)cccc2Cl)c2ccccc21	15	11	37	9.1*	7.8*
57	C[C@]12CCCC[C@@H]1CC[C@@H]1[C@@H]2[C@@H](O)C[C@@]2(C)[C@H]1CC[C@]2(C)O	100	82	103	75	75
58	N/C(=N/N=C/c1ccncc1)N[N+](=O)[O-]	112	102	100	104	101
59	NNc1ccccc1	60	78	114	83	97
60	CCCCCCCCCCCC(=O)OOC(=O)CCCCCCCCCCC	106	100	96	107	107

No.	COLO 205	HCT-15	NCI-H522	NCI-H226
49	123	105	127	.
50	114&109	107&105	90&85	108&98
51	.	104	83	102
52	103	101	92	99
53	112	101	103	96
54	33	30	.	32
55	1.3*	49	-1.7*	53
56	39	46	21	11
57	96	85	85	85
58	102	97	101	99
59	85	82	.	96
60	110	103	116	91

Pulled one by one from above (2):
No.	Compound	NCI-H460	HCT-116	NCI-H322M	NCI/ADR-RES	HT29
51	c1ccc(CCN2CCCCC2Cc2ccccc2)cc1 (configuration not stated)	116	78	78	88	73
59	NNc1ccccc1	60	78	114	83	97

No.	COLO 205	HCT-15	NCI-H522	NCI-H226
51	.	104	83	102
59	85	82	.	96

The results go on.
No.	Compound	NCI-H460	HCT-116	NCI-H322M	NCI/ADR-RES	HT29
61	c1ccc2nc(OCCN3CC3)ccc2c1	72	25	94	89	44
62	Cc1nc(N)n[nH]1	111	113	96	110	120
63	c1ccc2c(c1)sc1ccccc12	109	97	96	99	100
64	CCOC(=O)CC(C(=O)OCC)P(=O)(OCC)OCC (configuration not stated)	108	109	105	111	104
65	CCCC(=O)OC(C(Cl)(Cl)Cl)P(=O)(OC)OC (configuration not stated)	.	98	125	109	105
66	C[C@]12CC[C@H]3[C@@H](C[C@@H]4SC(N)=N[C@@]45C/C(=N/O)CC[C@]35C)[C@@H]1CCC2=O	110	94	101	94	93
67	Fc1ccc(N2COOC3(OOC2)C2CC4CC(C2)CC3C4)cc1	101	91	91	53	102
68	C=CCc1cc2c(cc1OC(C)C)OCO2	100	90	105	99	92
69	C[C@]12CC[C@H]3[C@@H](C[C@@H]4SC(c5ccc(F)cc5)=N[C@@]45CC(=O)CC[C@]35C)[C@@H]1CCC2=O	111	106	104	111	103
70	CCn1c2ccccc2c2cc(C(=O)c3ccc(C)c4ccccc34)ccc21	11	12	28	6.4*	-7.4*
71	O=C1NC(=O)C(Nc2ccc(Cl)c(Cl)c2)C(=O)N1	109	104	114	96	109
72	NC(N)=NC(N)=Nc1ccc(Cl)cc1	106	109	109	113	98
73	CC(C)CC(C)OP(=S)(S)OC(C)CC(C)C (configuration not stated)	100	100	113	106	116
74	COc1ccc(-c2nc(C#N)c(N3CCC(S(=O)(=O)F)CC3)o2)cc1	99	103	103	94	101
75	CC12CCC3C(CCCC4CC(=O)CCC43C)C1CCC2O (configuration not stated)	95	93	.	88	100

No.	COLO 205	HCT-15	NCI-H522	NCI-H226
61	68	87	47	83
62	124	111	120	100
63	99	103	99	95
64	132	98	104	103
65	110	104	89	106
66	103	82	60	111
67	116	89	85	105
68	101	93	83	102
69	103	99	94	104
70	-16*	16	0.1*	33
71	110	89	106	100
72	112	108	94	99
73	112	100	108	96
74	110	98	98	99
75	108	103	102	103

High-throughput results (PubChem BioAssay)
